STEP inh – inhibitors of human striatal-enriched phosphatase STEP; P54829; recombinant STEP, OMFP fluorogenic substrate, fluorescence; inhibition, % at 20 µM; hit rate 0.25% among 360,000;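 active means inhibition at 20 µM, scaled per plate between control wells, above about 37%, limit read from the data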;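 further: 0% = DMSO with enzyme and substrate and 100% = substrate only without enzyme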
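medium = Bis-Tris buffer pH 6.0, 2.5 mM DTT, 0.005% Tween 20 | test system = STEP (striatal-enriched tyrosine phosphatase) enzyme, cell-free | measure = normalized % inhibition | compound dosing = 20 µM, 1% DMSO | also added = 25 µM OMFP | schedule = reaction 20 min, ambient temperature | measured by = fluorescence read at 480 nm ex / 540 nm em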
Rpn11 inh – inhibitors of human proteasome Rpn11; AID 588493; calls only at 20 µM; hit rate 0.59% among 360,000; human 26S proteasome, Ub4-pepOG fluorescence polarization; 20S core pre-blocked with epoxomicin;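 active means inhibition at 20 µM, scaled to each plate's controls, above about 33%, limit read from the data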
Scp-1 inhibitor – inhibitors of human Scp-1 phosphatase. AID 493091. Recombinant Scp1, phosphopeptide, malachite green phosphate absorbance. inhibition, % at 20 µM. hit rate 0.88% among 340,000;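 active means inhibition above about 50% at 20 µM, limit read from the data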;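 further: plate controls were DMSO wells with enzyme for no effect and wells lacking enzyme for full effect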
Target sequence (Q9GZU7 76-261 limits assumed): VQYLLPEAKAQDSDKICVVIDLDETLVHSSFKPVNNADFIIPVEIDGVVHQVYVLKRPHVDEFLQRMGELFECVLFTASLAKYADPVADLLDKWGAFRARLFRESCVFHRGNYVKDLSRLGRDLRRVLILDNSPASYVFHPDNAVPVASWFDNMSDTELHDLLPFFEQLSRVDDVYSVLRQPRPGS
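Test system: SCP-1 phosphatase catalytic domain, residues 76-261 | Compound dosing: One concentration, 20 µM, with 1.0% DMSO | Schedule: 45 min room-temperature reaction, 5 min colour, 30 min stabiliser | Detection: Absorbance at 630 nm | Read-out basis: % inhibition of SCP-1 phosphate liberation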
LMPTP block – LMPTP (human) inhibition; P24666; recombinant LMPTP-A, OMFP fluorogenic substrate, fluorescence intensity; hit rate 0.22% among 360,000; inhibition, % at 20 µM;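 active means compounds that cut the enzyme signal by at least half of the control window in the single-dose screen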;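 further: plate controls were DMSO wells with enzyme plus substrate for no effect and substrate without enzyme for full effect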
Target sequence (P24666 whole entry, looked up): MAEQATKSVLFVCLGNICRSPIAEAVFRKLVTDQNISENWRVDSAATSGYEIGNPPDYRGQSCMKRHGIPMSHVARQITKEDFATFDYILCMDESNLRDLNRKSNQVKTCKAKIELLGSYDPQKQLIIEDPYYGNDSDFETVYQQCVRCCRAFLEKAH
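Assay system: LMPTP-A, protein tyrosine phosphatase of low molecular weight / Medium: pH 6.0 Bis-Tris buffer with DTT and Triton X-100 / Schedule: 50 min enzyme reaction at room temperature, protected from light / Measured by: endpoint fluorescence intensity from OMFP dephosphorylation / Read-out basis: % inhibition relative to no-enzyme and uninhibited control wells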
SUMO1 PPI mod – SUMO1-SIM interaction modulation | P63165 | SUMO1 binding to a labelled peptide, TR-FRET, 1 h | inhibition, % at 20 µM | hit rate 0.33% among 360,000 | AID 602429; in the data active means inhibition above about 37%
Target sequence (P63165 whole entry, looked up): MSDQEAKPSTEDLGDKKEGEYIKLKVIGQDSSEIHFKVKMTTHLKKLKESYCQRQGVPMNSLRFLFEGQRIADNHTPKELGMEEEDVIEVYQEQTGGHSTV
DNMT1 inh – DNMT1 (human) enzyme inhibition | DNMT1 molecular beacon, Hinp1I cleavage, fluorescence | inhibition (reported as % activation of signal), % at 10 µM | hit rate 0.83% among 360,000 | AID 588458; in the data active means inhibition above about 50%
PABP1 MLLE inh – inhibitors of microRNA-mediated deadenylation, human PABP1 MLLE binding; GST-MLLE / FITC-PAM2 fluorescence polarization; inhibition, % at 20 µM; AID 588489; P11940; hit rate 0.36% among 360,000; in the data active means inhibition above about 35%, passing the limit was not always enough;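 further: plate controls were DMSO wells with GST-MLLE for no effect and wells lacking GST-MLLE protein for full effect; some results filed as inactive read as strong as hits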
CSN inh – CSN deneddylation inhibition. Purified CSN, SCF-Nedd8-OG deneddylation, fluorescence polarization. inhibition, % at 12.5 µM. hit rate 0.38% among 360,000. AID 651999;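 active means pattern-corrected inhibition above about 35%, with an unprinted fluorescence ratio check between 0.5 and 1.5, limit read from the data, passing the limit was not always enough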;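 further: 0% = enzyme with substrate and 100% = substrate without enzyme; some results filed as inactive read as strong as hits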
Target sequence (Q92905 whole entry, looked up, one chain of several): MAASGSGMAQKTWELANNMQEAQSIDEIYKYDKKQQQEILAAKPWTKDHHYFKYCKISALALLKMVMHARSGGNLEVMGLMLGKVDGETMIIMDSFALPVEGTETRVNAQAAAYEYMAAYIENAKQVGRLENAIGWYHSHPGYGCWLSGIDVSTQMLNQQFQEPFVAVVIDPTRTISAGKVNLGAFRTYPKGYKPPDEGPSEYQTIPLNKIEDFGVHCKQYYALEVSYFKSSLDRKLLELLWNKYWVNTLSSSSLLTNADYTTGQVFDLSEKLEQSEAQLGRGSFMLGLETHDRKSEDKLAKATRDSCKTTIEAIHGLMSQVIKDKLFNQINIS
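Material: purified human Csn5 enzyme expressed in HEK293T cells / Medium: Tris buffer pH 7.5, NaCl, DTT, Tween-20, trehalose, ovalbumin / Compound dosing: 12.5 µM single point / Schedule: 90 min incubation of compound, enzyme and substrate at room temperature / Signal: fluorescence polarization of the substrate / Control set: no-enzyme wells high, enzyme-with-substrate wells low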
NadD inh – NadD (S. aureus) enzyme inhibition. purified NadD enzyme, colorimetric absorbance read-out. inhibition, % at 20 µM. hit rate 0.78% among 360,000. AID 602399; in the data active means inhibition above about 26%; further: some compounds past the cut are filed as inactive
Tb MetRS inh – blocks T. brucei methionyl-tRNA synthetase activity | inhibition, % at 11.9 µM | purified T. brucei MetRS, ATP depletion, Kinase-Glo luminescence | AID 624268 | hit rate 0.4% among 360,000;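 active means inhibition above a per-plate cutoff of the control wells' mean inhibition plus 3 SD, cut at about 5.5% in these data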;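 further: 0% = DMSO wells median and 100% = median of wells with control inhibitor compound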
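Material: parasite MetRS enzyme / Replication: singlicate, one well per compound / Signal: luminescence of leftover ATP / Schedule: 2 h aminoacylation at 25 °C after 15 min preincubation / Medium: HEPES-MgCl2-KCl buffer plus DTT, spermine, BSA, pyrophosphatase / Doses: 11.9 µM single point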
* hit, by the source's call; i = inactive; . = not tested or not shown.

Start of the listing, in advance, 2 compounds:
#	smiles	DNMT1 inh	SUMO1 PPI mod	Scp-1 inhibitor	LMPTP block	CSN inh	NadD inh	Rpn11 inh	Tb MetRS inh	STEP inh	PABP1 MLLE inh
1	O=C(c1cccc(Cl)c1)N(Cc1ccco1)C1CCS(=O)(=O)C1 (stereo not given)	-2	-1	-9	-0.7	2	3	i	0.0	0	-8
2	CCN1C(=O)[C@H]2[C@@H](c3ccc(OC)cc3)N[C@]3(CCCN(Cc4ccc(C)cc4)C3=O)[C@H]2C1=O	5	7	.	-1.4	1	3	i	-0.3	-4	-18

Main list, repeating the preview:
#	smiles	DNMT1 inh	SUMO1 PPI mod	Scp-1 inhibitor	LMPTP block	CSN inh	NadD inh	Rpn11 inh	Tb MetRS inh	STEP inh	PABP1 MLLE inh
1	O=C(c1cccc(Cl)c1)N(Cc1ccco1)C1CCS(=O)(=O)C1 (stereo not given)	-2	-1	-9	-0.7	2	3	i	0.0	0	-8
2	CCN1C(=O)[C@H]2[C@@H](c3ccc(OC)cc3)N[C@]3(CCCN(Cc4ccc(C)cc4)C3=O)[C@H]2C1=O	5	7	.	-1.4	1	3	i	-0.3	-4	-18
3	COc1ccc(-c2cccc(C(=O)NCC(=O)O)c2)cc1	-16	-1	-2	-0.2	-2	-2	i	0.0	1	1
4	Clc1cccc(CSc2nnc(-c3ccccn3)n2Cc2ccco2)c1	-8	-4	1	1.0	3	1	i	-0.4	-2	-31
5	CC(C)CN(C(=O)Cn1c(Cl)nc2c1c(=O)n(C)c(=O)n2C)C1CCS(=O)(=O)C1 (stereo not given)	0	1	-9	-0.1	1	-6	i	-0.3	-2	20
6	CC1CCN(C(=O)c2[nH]cnc2C(=O)N(C)Cc2ccccc2)CC1	4	2	-6	-1.4	-4	-6	i	-0.2	-2	6
7	CCCCn1c(O)c(N=Nc2ccccc2O)c2ccccc21	-32	-24	-7	1.8	13	11	.	-0.3	0	-120
8	Cc1ccc(C)c(Nc2nc3ccccc3n3cnnc23)c1	3	2	-4	-0.2	1	-4	i	0.0	1	7
9	CCCN(C(=O)c1cn(-c2ccccc2)nc1-c1ccc(OC)cc1)C1CCS(=O)(=O)C1 (stereo not given)	-5	-26	-4	-5.0	5	1	i	-0.6	-3	-14
10	C=CCN(c1ccccc1Cl)S(=O)(=O)c1cccc(C(=O)NCCc2ccc(OC)cc2)c1	-4	0	-11	3.9	-20	-8	i	-1.1	0	0
11	COc1ccccc1C(=O)NCCC(=O)NCCOc1ccc(C)cc1	-5	-12	.	-8.4	2	0	i	-0.2	-2	4
12	COc1ccccc1OCCSc1nnnn1-c1ccc(C)cc1	1	3	-16	0.6	4	-11	i	0.0	0	9
13	COCCCNC(=O)c1ccccc1N(Cc1ccccc1)S(=O)(=O)c1ccc(OC)cc1	-1	3	-11	1.5	6	1	i	1.6	-4	2
14	Cc1ccc(P(=O)(CC(=O)O)c2ccc(C)cc2)cc1	3	-3	-13	-1.5	1	-6	i	-0.6	0	-9
15	O=C(CN1C(=O)NC2(CCCCCCC2)C1=O)NCc1ccc(F)cc1	-9	1	-3	-2.1	1	-1	i	-0.2	1	9
16	COC(=O)[C@@]1(Cc2ccc(OC)cc2)[C@H]2c3cc(C(=O)N(C)C)n(Cc4c(CO)[nH]cc(C)c4=O)c3C[C@H]2CN1C(=O)c1ccccc1	-1	-1	2	0.2	2	-9	i	-0.2	1	-8
17	COc1ccc(/C=N/NC(=O)CO/N=C(\C)c2cccs2)cc1	-8	-9	-15	0.0	-6	-4	i	-0.4	0	0
18	O=C1CSC(=Nc2cccc(Cl)c2Cl)N1Cc1cccnc1	1	-2	-4	0.8	6	4	i	0.3	2	-8
19	Cc1ccc(CNC(=O)c2nn(C)c(C)c2[N+](=O)[O-])cc1	15	-6	-1	-0.9	-1	-2	i	-0.4	2	-2
20	Cc1c(NC(=O)C2CCN(S(=O)(=O)c3ccc(Cl)cc3)CC2)c(=O)n(-c2ccccc2)n1C	-1	1	-6	-2.4	-1	-1	i	-0.6	0	3
21	COc1ccc(Cl)cc1NC(=O)Nc1ccc(C(=O)N2CCOCC2)cc1	-2	5	-2	-0.5	2	-5	i	0.2	2	12
22	CCOc1ccc(S(=O)(=O)Nc2ccc(C(=O)NCC(c3ccc(OC)cc3)N3CCOCC3)cc2)cc1 (stereo not given)	1	4	-1	-0.1	-2	4	i	-0.2	-3	15
23	COc1cc(OC)cc(-c2c(C#Cc3ccsc3)c3cc(-c4ccc5c(c4)OCO5)ccc3n2C)c1	1	-11	-9	1.5	2	15	i	-0.1	2	-1
24	Cc1noc(C)c1NC(=O)N1C[C@H](O)COC[C@H]2O[C@@H](CC(=O)NCC3CCCCC3)CC[C@@H]21	.	2	.	-0.9	1	.	.	-0.1	.	.
25	Cc1csc2c(=O)n3c(nc12)CCCCC3	-3	2	0	-0.7	-8	-13	i	-0.2	-2	-1
26	O=C(c1cccc(S(=O)(=O)Nc2ccc(F)cc2)c1)N1CCOCC1	2	3	-8	-0.7	-1	-2	i	-0.2	0	-13
27	CC(C)C1C(C#N)=C(N)Oc2n[nH]c(-c3ccccc3)c21 (stereo not given)	-6	15	-8	1.0	-8	4	i	-0.5	-4	2
28	CCn1c(SCC(N)=O)nc2sc3c(c2c1=O)CCCC3	-2	0	-10	-0.2	-3	1	i	-0.6	0	-88
29	Cc1ccc(C)c(CSc2nnc([C@@H]3CCCN3)o2)c1	-2	1	-6	-1.7	1	-1	i	0.0	-4	-2
30	COc1ccc(CNC(=O)CN2C(=O)NC(c3ccccc3)(c3ccccc3)C2=O)cc1OC	-3	0	-8	0.4	-1	3	i	0.1	-1	-8
31	CCOCCn1c(CN(Cc2ccccc2)Cc2ccccc2)nc2c1c(=O)n(C)c(=O)n2C	-3	0	-1	-0.2	0	6	i	-0.5	2	9
32	O=C(NCc1ccc(F)cc1)C(c1ccccc1)c1ccccc1	1	3	-7	-1.8	2	-10	i	-0.7	1	5
33	CCc1ccc(/C(C)=N/NC(=O)CNC(=O)/C=C/c2ccccc2OC)cc1	-1	-1	-4	2.0	1	-2	i	-1.1	0	-11
34	O=C(CCn1cnc2ncccc2c1=O)N1CCN(c2cccc(Cl)c2)CC1	-1	5	0	0.1	1	0	i	0.1	-1	5
35	CN(c1ccccc1)S(=O)(=O)c1cccc(NC(=O)COC(=O)C2CCCCC2)c1	-1	0	-8	-0.4	1	-9	i	-0.5	12	-1
36	O=C(Cc1ccc(NC(=O)C2CCCN(C(=O)C3CCCC3)C2)cc1)Nc1cccc(C(=O)N2CCCCC2)c1 (stereo not given)	4	1	0	-1.3	5	7	i	0.0	-1	7
37	O=C(Oc1cccc2c(O)cccc12)c1ccco1	-15	-1	-2	0.4	-1	-1	i	-0.9	0	-11
38	CNC(=O)c1sc(N2N=C3/C(=C\c4ccccc4)CCCC3C2c2ccccc2)nc1C (stereo not given)	-10	24	45	5.5	10	12	i	-0.5	-2	-22
39	COc1ccc(S(=O)(=O)N(CC(=O)N2CCN(C)CC2)c2ccccc2)cc1OC	3	-1	0	0.5	-1	-3	i	-0.2	-5	6
40	CCOC(=O)N(C)c1c(CC)nc2c(OCc3ccc(Cl)cc3)cccn12	-5	-4	.	-0.2	5	0	i	-0.2	2	-11
41	COc1ccc(C(C(=O)NCC2CCCO2)N(C(=O)CNC(=O)c2cccs2)c2ccc(C)cc2)cc1OC (stereo not given)	1	-4	-5	-0.7	-12	0	i	-0.4	0	5
42	O=C(CN1CCOCC1)N1CCc2ccccc2C(c2ccccc2)C1 (stereo not given)	3	0	0	1.2	-1	-1	i	-0.3	-4	3
43	O=C(Cn1c(=O)oc2ccccc21)Nc1ccc2c(c1)OCCO2	4	-4	-1	-0.7	2	-3	i	-1.1	0	-3
44	O=C(OCC(=O)c1ccc[nH]1)c1ccccc1	-9	-2	-5	1.6	-1	-1	i	0.1	0	-4
45	COCCNC(=S)NN=C1CCC(c2ccccc2)CC1 (stereo not given)	-4	-9	-7	-0.3	0	-4	i	-0.8	-2	-9
46	O=c1c2ccccc2c2ccccc2c(=O)n1CC1CCCO1 (stereo not given)	5	-3	-5	-0.1	-12	0	i	-1.3	-3	-2
47	CC1CCCN(c2ccc(C(=O)Nc3cccnc3)cc2[N+](=O)[O-])C1 (stereo not given)	0	-20	-13	2.5	-1	-5	i	-0.3	3	10
48	Cc1sc(NC(=O)CCS(=O)(=O)c2ccccc2)c(C#N)c1C	-4	0	-10	-0.6	-7	-6	i	-0.2	12	29
49	CCOC(=O)C(=O)c1csc(NC(=O)CCSc2ccc(C)cc2)n1	1	0	-3	0.3	6	-7	i	-0.4	0	8
50	O=C(CCS(=O)(=O)c1ccc(Br)cc1)NCCC1=CCCCC1	65*	1	63*	0.5	2	-5	i	-0.1	7	0

Going on with the list:
#	smiles	DNMT1 inh	SUMO1 PPI mod	Scp-1 inhibitor	LMPTP block	CSN inh	NadD inh	Rpn11 inh	Tb MetRS inh	STEP inh	PABP1 MLLE inh
51	COc1cccc(CNC(=O)c2ccc(CS(=O)(=O)Cc3ccc(C)cc3)o2)c1	1	3	-11	-0.7	2	-3	i	0.4	-1	1
52	O=C(Cc1ccccc1F)Nc1cccc(S(=O)(=O)N2CCCCC2)c1	6	2	.	-0.8	3	-4	i	0.1	0	-11
53	Cc1cccc(N2CCN(C(=O)CN3C(=O)NC(C)(C4CC4)C3=O)CC2)c1C (stereo not given)	47	45*	0	0.6	1	-4	i	-0.1	1	-45
54	COc1ccc(OC)c(S(=O)(=O)N2CCC(C(=O)NCCc3ccccc3)CC2)c1	2	-2	-3	-0.6	3	-1	i	-0.4	-1	0
55	COc1cccc(/C=c2\s/c(=C/C(=O)c3ccc(C)cc3)[nH]c2=O)c1OC	32	-6	-30	6.0	9	13	i	-0.6	0	0
56	CC1CN(S(=O)(=O)c2ccc(C(=O)Nc3nnc(-c4ccco4)o3)cc2)CC(C)O1 (stereo not given)	-1	5	-10	-1.7	-1	9	i	-0.3	4	2
57	COC(=O)c1c(-c2cccs2)csc1NC(=O)c1cccnc1	-5	-4	6	0.3	-2	-7	i	0.1	0	-10
58	Cc1cc(C)c(NC(=O)CN(C)S(=O)(=O)c2ccc3c(c2)n(C)c(=O)c(=O)n3C)c(C)c1	2	2	-6	-0.5	-2	4	i	-0.2	-1	3

Assay outcomes from PubChem BioAssay.
